KCNQ2 block – KCNQ2 potassium channel inhibitors, primary screen, cell-based, CHO-K1, FluxOR thallium flux, B-score (AID 2156); Potassium voltage-gated channel subfamily KQT member 2 (Rattus norvegicus), O88943; 310,000 compounds, 1.1% hits; B-score at 10 µM; 20 min; hits give low values;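 active = fluorescence ratio B-score at most minus 3 library SDs, with starting brightness B-score within 2 library SDs, cut at about -5.5 in these data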
Target sequence (O88943 whole entry, looked up): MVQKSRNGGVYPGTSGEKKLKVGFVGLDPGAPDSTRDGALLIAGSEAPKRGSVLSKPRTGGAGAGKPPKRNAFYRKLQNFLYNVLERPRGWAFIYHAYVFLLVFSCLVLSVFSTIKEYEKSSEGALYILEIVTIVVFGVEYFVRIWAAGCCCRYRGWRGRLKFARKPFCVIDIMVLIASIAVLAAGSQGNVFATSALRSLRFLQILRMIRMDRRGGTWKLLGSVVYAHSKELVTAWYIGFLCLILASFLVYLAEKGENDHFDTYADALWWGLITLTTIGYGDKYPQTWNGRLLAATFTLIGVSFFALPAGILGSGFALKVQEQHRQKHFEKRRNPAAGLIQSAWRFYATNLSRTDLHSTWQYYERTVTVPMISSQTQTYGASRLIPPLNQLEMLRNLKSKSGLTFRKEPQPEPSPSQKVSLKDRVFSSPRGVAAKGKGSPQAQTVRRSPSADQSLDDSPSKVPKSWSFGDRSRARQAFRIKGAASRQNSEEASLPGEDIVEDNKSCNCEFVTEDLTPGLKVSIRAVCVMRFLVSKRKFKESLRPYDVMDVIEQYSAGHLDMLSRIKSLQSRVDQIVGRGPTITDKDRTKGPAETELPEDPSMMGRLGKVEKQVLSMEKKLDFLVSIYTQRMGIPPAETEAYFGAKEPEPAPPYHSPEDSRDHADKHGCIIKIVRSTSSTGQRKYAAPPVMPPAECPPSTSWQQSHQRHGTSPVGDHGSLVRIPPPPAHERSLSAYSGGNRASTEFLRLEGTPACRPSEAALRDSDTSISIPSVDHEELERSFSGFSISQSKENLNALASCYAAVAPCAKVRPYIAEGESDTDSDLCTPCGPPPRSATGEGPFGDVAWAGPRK
Kir21 block – inhibitors of mouse Kir2.1 inward-rectifier potassium channel; AID 1672, 2009; B-score at 10 µM; Inward rectifier potassium channel 2 (Mus musculus), P35561; HEK293-Kir2.1, FluxOR thallium flux fluorescence; hits give low values; 310,000 compounds, 0.85% hits;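 active = fluorescence ratio B-score at or below minus 3 SD of library scores, with starting-brightness B-score within 2 SD, cut at about -4.2 in these data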;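 also: channel flux triggered by added potassium and thallium sulfate stimulus; B-score of peak minus minimum fluorescence over baseline after thallium stimulus; more negative B-score means stronger Kir2.1 block with less thallium influx; some compounds called inactive have numbers as strong as hits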
Starred values were filed as active, the others as inactive; i = inactive.

KCNQ2 block,Kir21 block,Molecule
i,0.7,Cn1c(Cn2c(C(F)(F)F)nc3ccccc32)nc2ccccc21
i,-0.48,O=C(CSc1ncnc2c1oc1ccccc12)N1CCN(c2ccccc2)CC1
i,-0.98,CCCC(=O)Nc1c(-c2ccccc2)c(=O)c(C)nn1-c1ccccc1
i,0.01,Cc1c(NC(=O)c2cc(-c3ccccc3)on2)c(=O)n(-c2ccccc2)n1C
i,0,CCCNC(=O)c1nn2cc(Br)cnc2c1Cl
i,-0.87,COc1ccc(-n2nc(C(=O)NCC(=O)NCCCN3CC(C)CC(C)C3)c3ccccc3c2=O)cc1Cl (stereo unspecified)
i,0.97,CCCN(CC(=O)Nc1ccccc1C)C(=O)c1ccc(N2CCCCCC2)c([N+](=O)[O-])c1
i,1.1,Cc1[nH]c2ccc(C(=O)NCCCN3CCCC3)cc2c1C
i,-1.17,C=CCn1c(Cc2cccs2)nnc1SCC(=O)Nc1ccc(OC)c(OC)c1
i,-2.06,Cc1cc(C(=O)N2C(C)CCCC2C)no1 (stereo unspecified)
i,-1.33,COc1ccc(N(CC(=O)NCCSCc2ccco2)S(=O)(=O)c2ccccc2)cc1OC
i,1.02,O=c1c2ccccc2oc2cc(OCc3ccc(F)cc3)cc(O)c12
i,0.94,Cc1ccc(C)c(NC(=O)CCC(=O)NNC(=O)c2cccs2)c1
i,-0.56,CCN1CN(CCc2ccccc2)CNC1=S
i,-0.21,CCc1ccc(OCC(=O)N/N=C(\C)c2ccc(-n3ccnc3)cc2)cc1
i,-0.08,Cc1ccc(S(=O)(=O)N2CCCC2CNC(=O)C(=O)NCc2cccs2)cc1 (stereo unspecified)
i,0.38,CC(NC(=O)CCNS(=O)(=O)c1ccccc1)c1ccccc1 (stereo unspecified)
i,1.22,COc1ccc(/C=N/NC(=O)c2cccc3ccccc23)c(OC)c1OC
i,-0.14,COc1ccccc1N1CCN(C(=O)c2cc(C(C)(C)C)oc2C)CC1
i,-2.43,CCCSc1nnc(NC(=O)c2sc3nc(-c4cccs4)ccc3c2N)s1

(next part)
KCNQ2 block,Kir21 block,Molecule
i,-15.5*,CSc1ccc(CN2CCC(Cc3ccccc3)CC2)cc1
i,1.41,O=C(/C=C/c1ccc2c(c1)OCO2)NCCSCc1ccc(Cl)cc1
i,0.72,[2H]c1c([2H])c([2H])c(-c2nc(N3CCCCCC3)sc2C(=O)c2ccccc2)c([2H])c1[2H]
i,-1.56,CCC(C)(C)NC(=O)C(c1ccccc1Cl)N(C(=O)CCC(=O)Nc1cc(C)on1)C1CC1 (stereo unspecified)
i,-0.81,O=C(Nc1ccncc1)Nc1ccccn1
i,-1.4,CCCN(C(=O)c1c(CC)noc1C)c1c(N)n(Cc2ccccc2)c(=O)[nH]c1=O
i,3.47,CCc1nc(Cl)c(C#N)c2c1CCCC2
i,-0.15,CCCCn1c(N)c(N(CCOC)C(=O)COC(=O)Cc2cccc(OC)c2)c(=O)[nH]c1=O
i,-0.63,Cc1ccc(-c2nnc3ccc(SCC(=O)N4CCCc5ccccc54)nn23)cc1
i,-0.02,CCn1c(SCc2ccc([N+](=O)[O-])cc2)nnc1C(C)NC(=O)c1ccc(C)cc1 (stereo unspecified)
i,0.37,CCCCn1cc2c(c1-c1cccc(C)c1)c(=O)n(C)c(=O)n2C
i,1.34,COc1cc(/C=C2/C(=O)N(c3cccc(Br)c3)N=C2C)cc(OC)c1O
i,1.49,COCc1nnc(NC(=O)COc2ccc3c(c2)OCO3)s1
i,-0.08,CCOC(=O)C1CCN(C(=O)c2sc3nc(-c4ccc(F)cc4)cn3c2C)CC1
i,0.19,COc1cccc(NC(=O)C2CCCN2C(=O)Nc2ccccc2F)c1 (stereo unspecified)
i,1.04,C=CCn1c(SCC(=O)N(CCC)C2CCS(=O)(=O)C2)nnc1-c1ccccc1OC (stereo unspecified)
i,-1.26,COc1ccc(S(=O)(=O)Nc2ccc(C(F)(F)F)cc2)cc1OC
i,0.38,Nc1ncnc(Nc2ccc(F)c(Cl)c2)n1
i,0.07,CCc1ccccc1-n1c(SCC(=O)NC)nnc1-c1ccco1
i,3.13,COc1cccc(/C(O)=C2/C(=O)C(=O)N(CCN(C)C)C2c2ccccn2)c1 (stereo unspecified)

(next part)
KCNQ2 block,Kir21 block,Molecule
i,-0.06,O=C(NCCN1CCOCC1)c1ccc(Cl)cc1O
i,1.48,CN(C)CCCN(C(=O)c1ccc(S(=O)(=O)N2CCc3ccccc3C2)cc1)c1nc2ccc(F)cc2s1
i,-1.14,COc1ccc(N2CCN(CC(=O)Nc3nc4c(s3)CC(C)CC4)CC2)cc1 (stereo unspecified)
i,0.81,COc1ccc(C(CNC(=O)C(CC(C)C)NS(=O)(=O)c2ccc(C)cc2)N2CCOCC2)cc1 (stereo unspecified)
i,-0.31,CCOCCCNc1c(CC)c(C)c(C#N)c2nc3ccccc3n12
i,0.64,Cc1cc(C)nc(SCC(=O)N/N=C\C(Br)=C\c2ccccc2)n1
i,-0.01,O=C(CCc1nc2ccccc2c(=O)[nH]1)NCc1ccccn1
i,2.56,CC(=O)NNC(=O)c1nc(-c2ccccc2)c(C)o1
i,-1.49,O=[N+]([O-])c1cnc(Sc2ccncn2)s1
i,-0.18,COc1ccc(-c2cc(C3CCN(Cc4cccc(C(F)(F)F)c4)CC3)[nH]n2)cc1
i,0.04,C/C(=N\Nc1nc(-c2cc(C)ccc2C)cs1)c1cc2c(ccc3ccccc32)oc1=O
i,-1.29,CC[n+]1c(/C=C(/C)SC)sc2ccccc21
i,0.01,Cn1ccnc1SCc1cn2cc(Br)ccc2n1
i,0.25,Cc1ccc[n+](Cc2ccc([N+](=O)[O-])cc2)c1
i,-1.96,Cc1ccc(CNC(=O)C(=O)NCC2OCCCN2S(=O)(=O)c2ccc(F)cc2)cc1 (stereo unspecified)
i,-1.22,CCOC(=O)C1=C(CN2CC(C)CC(C)C2)NC(=O)NC1c1ccc2c(c1)OCO2 (stereo unspecified)
i,2.4,NC(=O)c1ccc(NCc2ccco2)c([N+](=O)[O-])c1
i,0.05,CCOc1ccccc1N1CCN(C(=O)c2ccc3[nH]c(C)c(C)c3c2)CC1
i,-0.01,Cc1cccc(NC(=O)c2cnn(C)c2)c1C
i,-0.37,OC1(c2cccs2)CN(c2ccccc2)C2=[N+]1CCCC2 (stereo unspecified)

Following part:
KCNQ2 block,Kir21 block,Molecule
i,1.06,CCCn1c(SCc2ccc(Cl)cc2)nc2c1c(=O)[nH]c(=O)n2C
i,-0.63,CC(C)CCOc1ccc(Cl)cc1CN1CCOCC1
i,-1.01,CC(C)Oc1cc(S(=O)(=O)N2CCCCC2)ccc1N
i,-2.11,CCOc1cc(C(=S)N2CCOCC2)ccc1OS(=O)(=O)c1ccc(OC)cc1
i,0.04,COc1ccc(N2C(=O)CC(NNC(=O)c3cc(C)oc3C)C2=O)cc1 (stereo unspecified)
i,0.5,Cc1ccccc1OCc1nnc(SCc2nc3ccccc3c(=O)[nH]2)n1C
i,0.68,CCc1ccc(C(=O)Nc2nc3ccccc3[nH]2)cc1
i,-1.48,COCc1cc(C)nc(NCCc2ccccc2)c1C#N
i,1.34,Cc1onc(-c2ccccc2Cl)c1C(=O)NCC(=O)O
i,-1.02,COc1c(Cl)cc(C(=O)Nc2ccc(Cl)cn2)cc1Cl
i,0.04,Cc1ccc(-c2nc3ncccc3o2)cc1NC(=O)c1cccs1
i,-0.64,O=C(NC(=S)Nc1cccc2cc(O)ccc12)c1ccco1
i,-0.2,COc1ccc(C(C)N2CC34C=CC(O3)C(C(=O)OCC(C)C)C4C2=O)cc1 (stereo unspecified)
i,1.81,COc1ccc(N(CC(=O)NCc2ccco2)S(=O)(=O)c2ccccc2)cc1
i,0,CC(=O)Nc1cccc(NC(=O)CCN2C(=O)c3ccccc3S2(=O)=O)c1
i,-2.09,CC(=O)c1ccc(OCCCC(=O)NC(C)c2ccc(S(N)(=O)=O)cc2)cc1 (stereo unspecified)
i,-2.83,CCCOc1ccccc1NC(=O)c1ccc(N)cc1
i,0.45,CCc1ccc(NC(=O)c2ccc3c(c2)C(=O)N(Cc2ccco2)C3=O)cc1
i,0.76,Cc1ccc(NC(=O)CSc2nc3c(c(=O)[nH]2)CCC3)c(C)c1
i,1.64,CCc1ccc(CN(C)C(=O)c2cc(COc3cccc4cnccc34)on2)cc1

Additional results
KCNQ2 block,Kir21 block,Molecule
i,0.96,Cc1cc(C)c(OCCOCCN2CCNCC2)c(C)c1
i,0.04,COc1ccc(-n2ncc(C(=O)N3CCN(c4ccc(F)cc4)CC3)c2C)cc1
i,-0.81,Clc1ccc(Cn2nnc(-c3ccc(N4CCOCC4)cc3)n2)cc1
i,0.07,Cc1nonc1NC(=O)CSc1nc(C23CC4CC(CC(C4)C2)C3)nc2ccccc12
i,-0.43,CCc1ccc(NC2=NCC(=O)N2c2ccc3c(c2)OCCO3)cc1
i,0.85,O=C(NCc1ccccc1)c1onc(CSc2ccc(Cl)cc2)c1C(=O)NCC1CC1
i,0.68,C/C=C/c1ccc(OCCCCOc2c(OC)cccc2OC)c(OC)c1
i,0.7,Cc1ccc(Cn2c(Sc3nccc(C)n3)nc3c2c(=O)[nH]c(=O)n3C)cc1
i,-0.58,COc1cccc(NC(=O)c2cnsn2)c1
i,-1.11,Cc1nc(N2CCN(c3ccccc3)CC2)[nH]c(=O)c1Cc1cccc2ccccc12
i,-0.08,COc1cccc2cc(C(=O)N3CCN(C(=O)c4ccccc4)CC3)c(=O)oc12
i,-0.02,COc1cc(NC(=O)c2ccccc2Cl)c2ncccc2c1
i,-0.15,O=C(NCc1cccnc1)c1cccc(S(=O)(=O)N2CCCCC2)c1
i,0.4,Cc1ccccc1NC(=O)NCC1CCN(C(=O)OC(C)(C)C)CC1
i,2.54,CCOc1cc(-c2cc(-c3ccccc3)nc(N)c2C#N)ccc1O
i,-0.29,CSc1ccccc1OCc1cc(C(=O)N2CCC[C@H]2C(N)=O)no1
i,0.14,O=C(CSc1nnc(CNC(=O)c2ccc(F)cc2)o1)NCC1CCCO1 (stereo unspecified)
i,0.08,Cc1ccc(-c2nnc(SCC(=O)N/N=C/c3ccc(C)s3)n2-c2ccccc2)cc1
i,-0.02,Nc1nc(SCC(=O)NCCO)nc2sc3c(c12)CCCC3
i,-1.62,CCn1c(=O)c(C(=O)NCCNCCO)c(O)c2ccccc21

Random excerpt: 3 records from the list
KCNQ2 block,Kir21 block,Molecule
i,-0.81,Clc1ccc(Cn2nnc(-c3ccc(N4CCOCC4)cc3)n2)cc1
i,0.14,O=C(CSc1nnc(CNC(=O)c2ccc(F)cc2)o1)NCC1CCCO1 (stereo unspecified)
i,-0.08,COc1cccc2cc(C(=O)N3CCN(C(=O)c4ccccc4)CC3)c(=O)oc12

Continuation:
KCNQ2 block,Kir21 block,Molecule
i,-0.03,CC(C)(C)c1nc2c(s1)CCc1onc(-c3ccc(Br)cc3)c1-2
i,0.09,O=C(Nc1cc(=O)[nH]c(=O)[nH]1)c1cc(Cl)ccc1Cl
i,0.62,CCCCNC(=O)N1CCCN(c2ccc(C#N)cn2)CC1
i,-0.63,S=C(NCCN1CCOCC1)Nc1ccc(-c2nc3ccccc3[nH]2)cc1
i,-0.55,CC(C)(C)c1ccccc1NC(=S)NCc1ccccc1
i,-1.02,Cc1cc(Br)c2nc3c(c(C(=O)O)c2c1)CCCCC3
i,2.24,CCOC(=O)N1CCN(S(=O)(=O)c2cccc3nsnc23)CC1
i,-0.44,COc1ccc(N=Cc2nc(-c3ccco3)oc2O)cc1
i,0.35,Cc1ccccc1/C=C/C(=O)NCC(=O)N1CCC(N(C)C2CCCCC2C)CC1 (stereo unspecified)
i,1.5,Cn1nc(C(=O)NC2CCCCC2)c2c1-c1ccccc1S(=O)(=O)C2
i,0.17,C=CCOC(=O)C1=C[C@@H](c2csc3ccccc23)C[C@@H](OCCCCO)O1
i,1.5,O=C1NC2(CCCCCC2)C(=O)N1Cc1ccc(Br)cc1
i,0.67,COc1ccc(CCn2c(N3CCN(Cc4ccccc4)CC3)nc3c2c(=O)[nH]c(=O)n3C)cc1
i,-2.46,C#Cc1ccc([C@@H]2C=C(C(=O)NC3CC3)O[C@H](OCCCCO)C2)cc1
i,-0.15,COc1ccc(N2CCN(C(=O)Cc3cccs3)CC2)cc1
i,-2.28,COc1ccc(S(=O)(=O)N2CCC(C(=O)Nc3ccc(S(=O)(=O)N4CCCC4)cc3)CC2)cc1OC
i,-1.47,COc1cc(S(=O)(=O)NC2CCCCC2)c(C)cc1C
i,0.44,C=CCn1nc2ccccc2c1OC
i,0.71,O=C(Nc1nc(COc2ccccc2)cs1)c1ccccc1F
i,-0.76,O=C(CC(Cc1ccccc1)C(=O)O)Nc1ccc(Cl)c(Cl)c1 (stereo unspecified)

The listing continues:
KCNQ2 block,Kir21 block,Molecule
i,0.05,Cc1ccc(NC(=O)C(=O)NCCN2CCN(C(=S)Nc3ccccc3)CC2)cc1
i,0.81,Cc1cc(=O)[nH]c(NN=C(CC(C)C)CC(C)C)n1
i,0.59,CCCCn1c(SCC(=O)NC(C)CC)nc2ccc(N3CCOCC3)cc2c1=O (stereo unspecified)
i,-0.76,N#Cc1ccccc1NC(=O)c1ccccc1OCC(=O)Nc1ccc2c(c1)oc1ccccc12

Entries of single compounds from above. Order of values: KCNQ2 block | Kir21 block
Shown for CCCCn1c(SCC(=O)NC(C)CC)nc2ccc(N3CCOCC3)cc2c1=O (stereo unspecified) = i | 0.59
Shown for Cc1cc(=O)[nH]c(NN=C(CC(C)C)CC(C)C)n1 = i | 0.81
Shown for N#Cc1ccccc1NC(=O)c1ccccc1OCC(=O)Nc1ccc2c(c1)oc1ccccc12 = i | -0.76
Shown for Cc1ccc(NC(=O)C(=O)NCCN2CCN(C(=S)Nc3ccccc3)CC2)cc1 = i | 0.05

Compound activity from PubChem.

Rows are unselected. About 1.9% of those tested had a hit in this group.
